Source: PubChem
AHR act: human AHR activation | activation, % at 5 µM | P35869 | AID 2796 | AHR-responsive luciferase reporter cells, luminescence | 2.5% of 320,000 active; in the data active = activation above about 47%;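 note: 0% = vehicle wells and 100% = reference agonist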
RPL19A TOR yeast: alters RPL19A-GFP fluorescence in TOR pathway yeast screen; S. cerevisiae RPL19A-GFP strain, flow cytometry, 3 h; stronger effect = lower value; 0.3% of 330,000 active; AID 2025; percent response vs DMSO, % at 10 µM;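 active = percent response vs DMSO below 50%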;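 note: median channel GFP fluorescence of the barcoded RPL19A-GFP strain; ratio of sample median GFP to plate DMSO average so 100% = DMSO; lower means less RPL19A-GFP as with rapamycin TOR inhibition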
AGP1 TOR yeast: yeast TOR pathway AGP1-GFP modulation. GFP response vs DMSO, % at 10 µM. 0.02% of 320,000 active. S. cerevisiae AGP1-GFP multiplex flow cytometry, 3 h; GFP as percent of DMSO wells. AID 2066;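 active = GFP response relative to DMSO above a set limit, near screen average plus 3 SD, cut at about 150% in these data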;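 note: median GFP channel fluorescence of the gated AGP1 strain per well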
procasp7 counter: counter-screen for procaspase-3 activators: activators of human procaspase-7; activation, % at 8.5 µM; P55210; AID 463210; recombinant procaspase-7, Ac-DEVD-pNA absorbance 405 nm; D23A/D198A/D206A triple mutant, cannot self-cleave; scale: DMSO 0, 5 µM enzyme 100; 0.093% of 330,000 active;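 active = percent activation above the screen-wide mean plus 3 SD, cut at about 25% in these data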
Target sequence (P55210 whole entry D23A/D198A/D206A): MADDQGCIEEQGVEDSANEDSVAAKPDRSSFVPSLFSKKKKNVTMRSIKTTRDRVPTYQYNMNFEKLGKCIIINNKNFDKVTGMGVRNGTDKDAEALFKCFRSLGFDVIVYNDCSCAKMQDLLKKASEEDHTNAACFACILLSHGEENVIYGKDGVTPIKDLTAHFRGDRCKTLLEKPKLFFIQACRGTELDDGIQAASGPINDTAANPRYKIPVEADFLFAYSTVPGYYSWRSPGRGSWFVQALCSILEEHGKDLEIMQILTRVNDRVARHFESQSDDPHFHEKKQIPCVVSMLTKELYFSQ
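System: Procaspase-7 triple mutant (PC-7 D3A); measure: % activation from two-timepoint absorbance difference, scaled to controls; times: 1 h compound preincubation, 2 h substrate cleavage, 25 °C; also added: Ac-DEVD-pNA substrate, 400 µM as added; measured by: Epi-absorbance of released pNA at 405 nm, two timepoints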
LAP4 TOR yeast: modulators of TOR pathway LAP4-GFP in S. cerevisiae; S. cerevisiae LAP4-GFP multiplex, flow cytometry GFP, 3 h; median GFP as percent of DMSO wells; GFP response vs DMSO, % at 10 µM; 0.34% of 320,000 active;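 active = GFP response vs DMSO above a set limit, about the screen mean plus 3 SD, cut at about 150% in these data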
CIT2 TOR yeast: yeast TOR pathway CIT2-GFP modulation; S. cerevisiae CIT2-GFP strain, flow cytometry, 3 h; 100 means same as DMSO wells; GFP response vs DMSO, % at 10 µM; 0.065% of 320,000 active; AID 2029;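 active = GFP response relative to DMSO above a set limit, near the screen mean plus 3 SD, cut at about 150% in these data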;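 note: ratio of well median GFP fluorescence to mean of DMSO wells on the plate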
proCasp3 act: activates human procaspase-3 | AID 463141 | activation, % at 8.5 µM | recombinant procaspase-3 D3A, Ac-DEVD-pNA absorbance 405 nm | 0.11% of 330,000 active | P42574;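 active = activation above the mean of all tested compounds plus 3 SD, cut at about 21% in these data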;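 note: 0% = DMSO alone and 100% = DMSO wells spiked with extra 5 µM PC-3 D3A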
Target sequence (P42574 whole entry D9A/D28A/D175A): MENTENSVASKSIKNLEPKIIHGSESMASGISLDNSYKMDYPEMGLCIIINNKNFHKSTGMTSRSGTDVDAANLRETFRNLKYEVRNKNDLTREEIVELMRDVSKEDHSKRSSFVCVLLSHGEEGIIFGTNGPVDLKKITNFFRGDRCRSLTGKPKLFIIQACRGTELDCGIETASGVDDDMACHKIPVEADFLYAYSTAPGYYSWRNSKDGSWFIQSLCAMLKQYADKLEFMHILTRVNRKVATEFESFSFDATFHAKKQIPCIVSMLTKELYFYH
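Test system: Procaspase-3 D3A mutant, all three cleavage aspartates alanine | Dosing: Single dose, 8.5 µM nominal compound, 0.8% DMSO | Schedule: 1 h preincubation, 2 h reaction | Technique: 405 nm absorbance of p-nitroaniline, reads at 0 and 120 min | Repeats: One well per compound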
MEP2 TOR yeast: alters MEP2-GFP fluorescence in TOR pathway yeast screen; S. cerevisiae MEP2-GFP strain, flow cytometry GFP, 3 h; 100% = DMSO control level; GFP response vs DMSO, % at 10 µM; 0.51% of 330,000 active; AID 2016;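 active = GFP response versus DMSO above a set limit, roughly screen mean plus 3 SD, cut at about 180% in these data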;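 note: median GFP fluorescence of the barcode-gated MEP2-GFP cells per well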
Numbers without * were called inactive.

Start of the data: the first 2 records as a preview:
How did C=C[C@@]1(C)CC(=O)[C@]2(O)[C@@]3(C)[C@@H](O)CCC(C)(C)[C@@H]3[C@H](OC(C)=O)[C@H](O)[C@@]2(C)O1 do in these assays?
AHR act: -0.8; RPL19A TOR yeast: 96.7; AGP1 TOR yeast: 100.4; procasp7 counter: -3.0; LAP4 TOR yeast: 99.9; CIT2 TOR yeast: 96.9; proCasp3 act: 10.5; MEP2 TOR yeast: 100.0

How did O=C(Nc1ccon1)Nc1ccc(F)cc1F do in these assays?
AHR act: -0.5; RPL19A TOR yeast: 103.9; AGP1 TOR yeast: 92.2; procasp7 counter: 5.2; LAP4 TOR yeast: 82.6; CIT2 TOR yeast: 97.2; proCasp3 act: 1.8; MEP2 TOR yeast: 98.6

All compounds of this part, repeating the preview:
How did C=C[C@@]1(C)CC(=O)[C@]2(O)[C@@]3(C)[C@@H](O)CCC(C)(C)[C@@H]3[C@H](OC(C)=O)[C@H](O)[C@@]2(C)O1 do in these assays?
AHR act: -0.8; RPL19A TOR yeast: 96.7; AGP1 TOR yeast: 100.4; procasp7 counter: -3.0; LAP4 TOR yeast: 99.9; CIT2 TOR yeast: 96.9; proCasp3 act: 10.5; MEP2 TOR yeast: 100.0

How did O=C(Nc1ccon1)Nc1ccc(F)cc1F do in these assays?
AHR act: -0.5; RPL19A TOR yeast: 103.9; AGP1 TOR yeast: 92.2; procasp7 counter: 5.2; LAP4 TOR yeast: 82.6; CIT2 TOR yeast: 97.2; proCasp3 act: 1.8; MEP2 TOR yeast: 98.6

What do the screens show for `CC/C(C)=C1\SC(N2CCN(c3cccc(C(F)(F)F)c3)CC2)=NC1=O`?
AHR act: -4.7; RPL19A TOR yeast: 101.8; AGP1 TOR yeast: 99.5; procasp7 counter: -1.2; LAP4 TOR yeast: 110.6; CIT2 TOR yeast: 101.7; proCasp3 act: 4.6; MEP2 TOR yeast: 101.5

Results for Cc1nn(Cc2ccccc2Cl)c2sc(C(=O)Nc3ccccc3N3CCOCC3)cc12 ?
AHR act: -8.9; RPL19A TOR yeast: 100.1; AGP1 TOR yeast: 96.6; procasp7 counter: 1.1; LAP4 TOR yeast: 91.3; CIT2 TOR yeast: 100.1; proCasp3 act: 5.5; MEP2 TOR yeast: 98.2

What do the screens show for `Cc1[nH]c2ccc(F)cc2c1CCN(Cc1ccncc1)C(=S)Nc1ccc(F)cc1`?
AHR act: 8.8; RPL19A TOR yeast: 99.2; AGP1 TOR yeast: 102.1; procasp7 counter: 5.1; LAP4 TOR yeast: 96.5; CIT2 TOR yeast: 96.2; proCasp3 act: 2.0; MEP2 TOR yeast: 101.5

How did COc1ccc2[nH]c(=O)c(CN(C)C(=O)c3ccncc3)cc2c1 do in these assays?
AHR act: -0.1; AGP1 TOR yeast: 105.5; procasp7 counter: 5.2; LAP4 TOR yeast: 99.9; CIT2 TOR yeast: 106.7; proCasp3 act: 1.7; MEP2 TOR yeast: 100.0

What do the screens show for `NC(=O)CC(NC(=O)c1ccc(Br)cc1)c1ccc(N2CCC(Cc3ccccc3)CC2)c([N+](=O)[O-])c1` (stereo unspecified)?
AHR act: 4.8; RPL19A TOR yeast: 97.3; AGP1 TOR yeast: 85.4; procasp7 counter: 4.0; LAP4 TOR yeast: 87.2; CIT2 TOR yeast: 87.8; proCasp3 act: 3.4; MEP2 TOR yeast: 88.8

What do the screens show for `O=C(O)c1ccccc1C(=O)Nc1cc(C(F)(F)F)ccc1N1CCCC1`?
AHR act: 6.9; RPL19A TOR yeast: 89.0; AGP1 TOR yeast: 97.1; procasp7 counter: 3.5; LAP4 TOR yeast: 111.9; CIT2 TOR yeast: 97.9; proCasp3 act: -6.7; MEP2 TOR yeast: 97.1

How did NC(=O)C1(N2CCCCC2)CCN(C2CC(=O)N(Cc3cccs3)C2=O)CC1 (stereo unspecified) do in these assays?
AHR act: 0.8; RPL19A TOR yeast: 98.8; AGP1 TOR yeast: 93.6; procasp7 counter: -36.2; LAP4 TOR yeast: 95.6; CIT2 TOR yeast: 90.6; proCasp3 act: -15.0; MEP2 TOR yeast: 96.8

What do the screens show for `Cc1nn(-c2ccc(C(=O)O)cc2)c2c1C(=O)CC(C)(C)C2`?
AHR act: 0.7; RPL19A TOR yeast: 99.3; AGP1 TOR yeast: 95.0; procasp7 counter: 7.1; LAP4 TOR yeast: 100.8; CIT2 TOR yeast: 93.1; proCasp3 act: -6.5; MEP2 TOR yeast: 96.6

How did Cc1ccc(CC(=O)CCc2ccccc2)cc1 do in these assays?
AHR act: -1.0; RPL19A TOR yeast: 108.2; AGP1 TOR yeast: 98.6; procasp7 counter: -7.3; LAP4 TOR yeast: 112.2; CIT2 TOR yeast: 91.7; proCasp3 act: 1.0; MEP2 TOR yeast: 96.1

Results for Cn1c(CCNC(=O)c2ccccc2)nc2ccccc21 ?
AHR act: -3.2; RPL19A TOR yeast: 100.6; AGP1 TOR yeast: 100.8; procasp7 counter: -4.6; LAP4 TOR yeast: 97.8; CIT2 TOR yeast: 101.7; proCasp3 act: 1.8; MEP2 TOR yeast: 97.7

Results for COc1cccc(-c2c(-c3cc(OC)cc(OC)c3)n(C)c3ccc(-c4cnc(OC)nc4)cc23)c1 ?
AHR act: 0.0; RPL19A TOR yeast: 94.9; AGP1 TOR yeast: 94.4; procasp7 counter: 6.6; LAP4 TOR yeast: 89.9; CIT2 TOR yeast: 90.0; proCasp3 act: 10.0; MEP2 TOR yeast: 86.1

Results for O=C(CSc1ncnc2sccc12)N1CCCCC1 ?
AHR act: 6.2; RPL19A TOR yeast: 98.7; AGP1 TOR yeast: 99.5; procasp7 counter: 5.6; LAP4 TOR yeast: 92.2; CIT2 TOR yeast: 110.3; proCasp3 act: -3.7; MEP2 TOR yeast: 105.2

What do the screens show for `CCc1nnc(NC(=O)CSc2nc(C)nc3c2c(=O)n(C)c(=O)n3C)s1`?
AHR act: -0.4; RPL19A TOR yeast: 99.0; AGP1 TOR yeast: 105.1; procasp7 counter: 5.9; LAP4 TOR yeast: 114.8; CIT2 TOR yeast: 101.3; proCasp3 act: 0.3; MEP2 TOR yeast: 102.6

Results for CC(OC(=O)c1cc(S(=O)(=O)Nc2ccc(F)cc2)ccc1Cl)C(=O)Nc1ccc2c(c1)OCCO2 (stereo unspecified) ?
AHR act: -0.2; RPL19A TOR yeast: 89.3; AGP1 TOR yeast: 100.0; procasp7 counter: 2.8; LAP4 TOR yeast: 114.3; CIT2 TOR yeast: 91.3; proCasp3 act: -0.5; MEP2 TOR yeast: 105.3

How did CC(C)=CC(=O)Nc1nnc(C(C)C)s1 do in these assays?
AHR act: 16.3; RPL19A TOR yeast: 108.4; AGP1 TOR yeast: 101.8; procasp7 counter: 4.0; LAP4 TOR yeast: 112.4; CIT2 TOR yeast: 109.6; proCasp3 act: -5.5; MEP2 TOR yeast: 111.3

What do the screens show for `CN1CCN(NC(=O)c2ccc(Cl)c([N+](=O)[O-])c2)CC1`?
AHR act: 6.6; RPL19A TOR yeast: 105.6; AGP1 TOR yeast: 107.3; procasp7 counter: -10.6; LAP4 TOR yeast: 112.0; CIT2 TOR yeast: 103.4; proCasp3 act: -2.2; MEP2 TOR yeast: 103.9

Results for CCOc1ccc(C2CC(=O)NC(SCC(=O)OC)=C2C#N)cc1 (stereo unspecified) ?
AHR act: -0.7; RPL19A TOR yeast: 100.5; AGP1 TOR yeast: 80.8; procasp7 counter: -2.7; LAP4 TOR yeast: 81.2; CIT2 TOR yeast: 90.7; proCasp3 act: 0.2; MEP2 TOR yeast: 84.2

How did COC(=O)c1cc(S(=O)(=O)N(C)C2CCCCC2)oc1C do in these assays?
AHR act: -1.8; RPL19A TOR yeast: 91.5; AGP1 TOR yeast: 91.8; procasp7 counter: 5.9; LAP4 TOR yeast: 103.1; CIT2 TOR yeast: 79.2; proCasp3 act: -5.3; MEP2 TOR yeast: 86.3

Results for O=C1CNC(=S)N1Cc1ccccc1 ?
AHR act: 0.4; RPL19A TOR yeast: 95.6; AGP1 TOR yeast: 105.7; procasp7 counter: -0.4; LAP4 TOR yeast: 108.5; CIT2 TOR yeast: 94.2; proCasp3 act: -3.6; MEP2 TOR yeast: 97.3

Results for CCN(CC)C(=O)CN(c1cccc([N+](=O)[O-])c1)S(=O)(=O)c1ccccc1 ?
AHR act: -0.8; RPL19A TOR yeast: 101.9; AGP1 TOR yeast: 102.2; procasp7 counter: 9.2; LAP4 TOR yeast: 95.8; CIT2 TOR yeast: 98.8; proCasp3 act: 2.8; MEP2 TOR yeast: 97.8

Results for Nc1ccn(Cc2ccccc2)n1 ?
AHR act: 5.4; RPL19A TOR yeast: 95.7; AGP1 TOR yeast: 96.8; procasp7 counter: -4.5; LAP4 TOR yeast: 101.0; CIT2 TOR yeast: 92.8; proCasp3 act: -1.7; MEP2 TOR yeast: 94.9

How did CC1CCCN(c2ccc(C(=O)OCC(=O)N3c4ccccc4Sc4ccccc43)cc2[N+](=O)[O-])C1 (stereo unspecified) do in these assays?
AHR act: -0.7; RPL19A TOR yeast: 99.0; AGP1 TOR yeast: 100.9; procasp7 counter: -8.1; LAP4 TOR yeast: 92.1; CIT2 TOR yeast: 97.5; proCasp3 act: -1.5; MEP2 TOR yeast: 102.6

How did Cc1c(Cl)cccc1NC(=O)CSc1sc2c(O)cc(=O)[nH]c2c1C#N do in these assays?
AHR act: 3.2; RPL19A TOR yeast: 99.6; AGP1 TOR yeast: 106.6; procasp7 counter: 0.7; LAP4 TOR yeast: 99.5; CIT2 TOR yeast: 105.7; proCasp3 act: 0.2; MEP2 TOR yeast: 105.5

What do the screens show for `O=C(COC(=O)CCN1C(=O)C2CC=CCC2C1=O)Nc1ccc(Cl)cc1F` (stereo unspecified)?
AHR act: 2.0; RPL19A TOR yeast: 99.4; AGP1 TOR yeast: 103.4; procasp7 counter: 2.6; LAP4 TOR yeast: 103.3; CIT2 TOR yeast: 96.5; proCasp3 act: -3.3; MEP2 TOR yeast: 100.9

What do the screens show for `CCCCc1ccc(NC(=S)N2CCN(C(=O)OCC)CC2)cc1`?
AHR act: -0.4; RPL19A TOR yeast: 97.7; AGP1 TOR yeast: 97.6; procasp7 counter: -0.5; LAP4 TOR yeast: 93.4; CIT2 TOR yeast: 105.3; proCasp3 act: -0.9; MEP2 TOR yeast: 110.4

Results for COc1ccc(-c2nnc3sc(-c4ccccn4)nn23)cc1 ?
AHR act: -7.9; RPL19A TOR yeast: 99.8; AGP1 TOR yeast: 80.7; procasp7 counter: 5.4; LAP4 TOR yeast: 99.4; CIT2 TOR yeast: 95.4; proCasp3 act: 11.2; MEP2 TOR yeast: 109.0

Results for CN(C)C(CNC(=O)c1cc(S(=O)(=O)N(C)c2ccc(F)cc2)ccc1Cl)c1ccco1 (stereo unspecified) ?
AHR act: -1.4; RPL19A TOR yeast: 91.5; AGP1 TOR yeast: 102.6; procasp7 counter: -0.5; LAP4 TOR yeast: 94.3; CIT2 TOR yeast: 93.9; proCasp3 act: 6.2; MEP2 TOR yeast: 92.6

Results for O=C(O)CCC1(c2ccccc2)NC(=O)NC1=O (stereo unspecified) ?
AHR act: 1.4; RPL19A TOR yeast: 102.8; AGP1 TOR yeast: 107.2; procasp7 counter: 0.6; LAP4 TOR yeast: 104.4; CIT2 TOR yeast: 100.1; proCasp3 act: 2.8; MEP2 TOR yeast: 99.4
